Thrombin inh – inhibitors of human thrombin; P00734; alpha-thrombin, Boc-VPR-AMC fluorogenic substrate cleavage; inhibition, % at 5 µM; actives 0.26% (n = 220,000); AID 1046;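 active = inhibition at or above 40%; inactive = inhibition below 40%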;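 also: 0% = enzyme with no compound and 100% = wells without enzyme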
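System – human alpha-thrombin · Medium – pH 7.5 Tris (50 mM) with NaCl 150 mM, Tween 20 0.05% · Compound – single-point dosing at 5 µM, 0.2% DMSO · Incubation – enzyme reaction carried out at room temperature · Technique – fluorescence of released AMC, ex 355 nm, em 460 nm · Read-out basis – % inhibition of thrombin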
Furin inh – inhibitors of human furin. actives 0.061% (n = 220,000). P09958. inhibition, % at 30 µM. purified furin, fluorogenic substrate cleavage. AID 463115; in the data active = inhibition above about 25%; also: inactives centre near -15
Target sequence (P09958 108-714 limits assumed): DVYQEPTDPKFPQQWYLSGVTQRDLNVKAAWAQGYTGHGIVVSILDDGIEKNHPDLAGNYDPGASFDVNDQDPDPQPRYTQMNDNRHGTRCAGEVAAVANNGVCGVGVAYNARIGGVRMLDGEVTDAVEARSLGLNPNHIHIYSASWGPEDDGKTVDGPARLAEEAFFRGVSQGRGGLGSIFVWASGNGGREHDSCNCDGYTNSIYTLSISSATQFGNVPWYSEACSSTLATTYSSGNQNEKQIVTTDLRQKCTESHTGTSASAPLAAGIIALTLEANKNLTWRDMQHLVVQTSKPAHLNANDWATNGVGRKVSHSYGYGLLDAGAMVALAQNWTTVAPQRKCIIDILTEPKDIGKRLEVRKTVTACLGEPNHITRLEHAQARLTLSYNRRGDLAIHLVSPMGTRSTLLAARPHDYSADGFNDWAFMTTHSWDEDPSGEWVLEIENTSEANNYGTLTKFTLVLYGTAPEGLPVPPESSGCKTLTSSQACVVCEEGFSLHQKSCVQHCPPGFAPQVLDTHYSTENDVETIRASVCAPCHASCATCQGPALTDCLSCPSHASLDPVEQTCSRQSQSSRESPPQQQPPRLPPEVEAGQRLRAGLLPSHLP
zfTRPN1 agonist – zebrafish TRPN1 (NompC) channel agonism | HEK293 zebrafish TRPN1-YFP, Fluo-8 calcium fluorescence; 100% = response to 87 µM carbachol | activation, % at 3 µM | actives 0.18% (n = 220,000) | AID 1424;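 active = activation above its plate's cutoff, the mean activation of test wells on that plate plus 3 SD, cut at about 19% in these data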;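 also: 0% = DMSO alone and 100% = 87 µM carbachol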
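Material – zebrafish TRPN1-YFP in HEK293 cells · Doses – 3 µM single point · Schedule – dye 1 h 37 °C plus 30 min RT · Signal – Fluo-8 calcium fluorescence, excitation 470-495 nm, emission 515-575 nm · Read-out – % activation versus carbachol response · Control set – carbachol high, DMSO low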
Cl transport mod – KCC2 (human) Cl- transport modulation; KCC2 cells, thallium flux FluoZin-2 fluorescence; B-score of Tl+ flux slope (higher = more flux/activation; lower = inhibition) at 10 µM; actives 2.2% (n = 190,000);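 active = thallium flux slope and its plate-corrected score both differing from the plate sample mean at a set confidence after two filtering rounds, in either direction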;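 also: slope of fluorescence scaled to starting intensity during 10 to 20 s after thallium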
TbHK1 inh – blocks Trypanosoma brucei hexokinase 1 activity. recombinant TbHK1, G6PDH-coupled NADH A340. inhibition, % at 10 µM. actives 0.11% (n = 220,000);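 active = inhibition of 50% or more in the single-dose primary screen; inactive = inhibition below 50%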
m-calpain inh – inhibitors of pig calpain II; purified calpain II, fluorogenic peptide substrate, 30 min; inhibition, % at 16 µM; actives 0.37% (n = 220,000); AID 1236;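 active = inhibition above about 50%, limit read from the data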
EBV gp42 inh – blocks Epstein-Barr virus glycoprotein 42 binding. AID 1085. Fluorescence polarization binding assay, mP read-out. inhibition, % (tested at 21.74 µM). actives 0.42% (n = 220,000). Q1HVG2; in the data active = inhibition above about 50%
Target sequence (Q1HVG2 whole entry, looked up): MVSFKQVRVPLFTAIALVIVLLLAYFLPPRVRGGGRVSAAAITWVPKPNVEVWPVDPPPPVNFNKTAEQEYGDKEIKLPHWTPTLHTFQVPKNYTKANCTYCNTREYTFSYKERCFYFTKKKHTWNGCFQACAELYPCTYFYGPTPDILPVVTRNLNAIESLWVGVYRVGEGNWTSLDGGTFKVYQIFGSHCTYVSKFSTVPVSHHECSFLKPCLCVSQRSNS
PPC-1+TRAIL kill – kills PPC-1 cancer cells in the presence of TRAIL; PPC-1 cells + TRAIL, ATPLite viability luminescence; cell killing (% activity), % at 4 µM; actives 0.41% (n = 220,000);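 active = cell killing above 50% in the first pass at 4 µM, then a duplicate retest at 5 µM averaging 50% or more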;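 also: plate controls were cells with TRAIL plus DMSO for no effect and medium-only wells lacking cells for full effect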
TRPML3 ag – agonists of human TRPML3 channel | activation, % at 3 µM | HEK293 TRPML3-YFP, Fluo-8 calcium fluorescence; 100% = the carbachol control signal | AID 1448 | Q8TDD5 | actives 0.29% (n = 220,000);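 active = activation above its plate's cutoff, the mean activation of the plate's test wells plus 3 SD, cut at about 12% in these data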;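 also: 0% = DMSO only wells and 100% = carbachol wells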
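system = HEK293 cells stably carrying human TRPML3-YFP | doses = one concentration, 3 µM nominal, 0.3% DMSO | timing = dye loading 1 h 37 °C then 30 min ambient, 125 s read | detection = Fluo-8 calcium dye fluorescence, ex 470-495, em 515-575 nm | benchmarks = high control carbachol 87 µM, low control DMSO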
* marks the source's active call; other numbers are inactive results; i = inactive; . = not tested or not shown; [ ] = remark or other dose.

SMILES	Thrombin inh	Furin inh	zfTRPN1 agonist	Cl transport mod	TbHK1 inh	m-calpain inh	EBV gp42 inh	PPC-1+TRAIL kill	TRPML3 ag
CC(C)[C@H](CO)Nc1nc(NCc2ccc(S(N)(=O)=O)cc2)c2ncn(C(C)C)c2n1	-4	-25	.	1.1	-6	4	-14	18	.
Cc1cc(C(=O)NN=C2CCCCCC2)c(C)o1	2	-26	1.3	-0.12	-8	15	-9	22	0.1
CC(=O)Nc1ccccc1-c1nc2ccccc2nc1OCC(=O)c1ccc2ccccc2c1	-2	-18[20 µM]	-1.6	0.46	-13	-19	-12	-17	-1.3
Cc1cc(/C=C(\C#N)C(=O)O)c(C)n1-c1ccc(Br)cc1	1	-8	-1.1	-0.065	-71	-3	8	6	0.7
c1coc(CNC2C3CC4CC(C3)CC2C4)c1 (stereo not drawn)	-3	-10[20 µM]	-0.2	-0.1	-1	13	-21	12	0.8
CC(=O)N1CCN(c2ccc(NC(=S)NC(=O)c3ccc(C)c([N+](=O)[O-])c3)cc2)CC1	-7	-10	3.2	-0.75	-20	-2	-4	6	2.9
Cc1ccccc1Nc1nc(Cl)c(C=O)s1	-5	4	-0.7	1.7	-24	1	-38	-5	0.0
CCc1ccc2c(Cl)c(C(=O)N/N=C/c3c[nH]c4ccccc34)sc2c1	7	-19[20 µM]	-0.6	-0.25	-21	-156	-5	-7	0.4
CCOc1ccc2[nH]c(=O)c(CN(Cc3ccc(F)cc3)C(=O)N3CCCC3)cc2c1	2	-11	1.3	0.34	16	-22	-5	8	0.9
O=C(COC(=O)C1CC(=O)N(c2ccccc2)C1)c1ccccc1 (stereo not drawn)	0	-21	0.9	-1.4	-1	-12	-5	-1	0.2
CC(C)(C)C(=O)Nc1ncccc1C(O)c1cccc(C(F)(F)F)c1 (stereo not drawn)	3	-21	0.4	0.78	2	-16	-11	13	0.5
COC(=O)c1ccc(C(C(=O)NC2CCCCC2)N(C(=O)Cc2cccs2)C2CC2)cc1 (stereo not drawn)	0	-27	0.3	0.58	0	34	-5	1	0.5
CC1=NCCN1S(=O)(=O)c1cc([N+](=O)[O-])ccc1Cl	.	-12	1.1	1.3	-4	-1	-14	9	-0.2
Cc1[nH]nc(-c2ccc(O)cc2O)c1Oc1ccccc1	-5	-7	0.3	-2	1	11	1	2	0.3
CCCSCCCNC(=O)Cn1cc2c(n1)CCC(C)C2 (stereo not drawn)	-7	-2	0.1	0.11	0	0	-3	-7	-0.6

Record cards, from the list above. Values in the order: Thrombin inh | Furin inh | zfTRPN1 agonist | Cl transport mod | TbHK1 inh | m-calpain inh | EBV gp42 inh | PPC-1+TRAIL kill | TRPML3 ag
Cc1[nH]nc(-c2ccc(O)cc2O)c1Oc1ccccc1 across the screens: -5 | -7 | 0.3 | -2 | 1 | 11 | 1 | 2 | 0.3
CC(=O)Nc1ccccc1-c1nc2ccccc2nc1OCC(=O)c1ccc2ccccc2c1 across the screens: -2 | -18[20 µM] | -1.6 | 0.46 | -13 | -19 | -12 | -17 | -1.3
CC(C)[C@H](CO)Nc1nc(NCc2ccc(S(N)(=O)=O)cc2)c2ncn(C(C)C)c2n1 across the screens: -4 | -25 | . | 1.1 | -6 | 4 | -14 | 18 | .

Following part.
SMILES	Thrombin inh	Furin inh	zfTRPN1 agonist	Cl transport mod	TbHK1 inh	m-calpain inh	EBV gp42 inh	PPC-1+TRAIL kill	TRPML3 ag
CC1(C)Cc2c(ccc3ccccc23)-c2nnc(-c3cccnc3)n21	0	-24[20 µM]	1.5	-0.66	-1	-8	0	25	0.3
COc1ccccc1N(CC(O)COc1c(C)cc(C)cc1C)S(=O)(=O)c1ccccc1 (stereo not drawn)	-1	-9	-1.1	-0.52	-3	22	13	-2	0.3
Cn1cnc2ccc([N+](=O)[O-])cc2c1=O	-8	-18	0.4	-0.34	-9	31	-14	10	0.8
CC(=O)Oc1ccc(/C=C2/CCc3ccccc3C2=O)cc1	-9	-16	1.3	-2.1	-27	4	-1	38[5 µM]	1.0
CC(Cn1nnc2ccccc21)C(=O)O (stereo not drawn)	-8	-19	1.3	0.71	-2	5	-8	7	0.4
CC(C)(C)c1ccc(S(=O)(=O)Nc2cccnc2)cc1	-5	-12[20 µM]	3.3	-1.3	-6	-18	5	19	1.3
C=CCn1c(SCc2nc3cc(C(F)(F)F)ccc3c(=O)[nH]2)nc2sc(CC)cc2c1=O	-5	-9	1.1	-0.47	0	-32	-23	7	0.2
Cc1ccc(C(=O)N/C(=C\c2ccccc2)C(=O)NCCCn2ccnc2)cc1	-13	-16	1.3	0.0065	0	-28	-11	12	1.1
N#CC(C#N)=Cc1ccccc1OCc1ccccc1	-5	-9	-3.2	-2.4	-7	-16	2	20	-1.4
COc1cccc(NS(=O)(=O)c2ccc3[nH]cc(C(=O)N(C)Cc4ccco4)c(=O)c3c2)c1	-9	-2[20 µM]	0.5	-0.43	-15	-40	-10	16	0.4
CNC(=O)COC(=O)c1cc(=O)[nH]c2ccccc12	-5	-20[20 µM]	-0.3	0.59	-12	-170	-27	15	1.2
Cc1nc(C(Cl)(Cl)Cl)nc2[nH]ccc(=O)c12	-3	-17	0.5	1.3	-12	-5	-20	3	0.8
CCN(CC)c1ccc(NC(=O)COC(=O)/C=C/c2nc3ccccc3s2)cc1	-1	-11	5.0	0.086	-8	5	-23	-2	-0.1
C/C(CC(=O)Nc1ccc(OCc2ccccc2)cc1)=N\NC(=O)C(=O)Nc1ccc(C)c(Cl)c1	0	-18[20 µM]	-0.4	.	0	21	-23	8	0.6
O=C(CC1NCCNC1=O)Nc1ccc(Oc2ccccc2)cc1 (stereo not drawn)	5	-13[20 µM]	0.7	.	1	0	-4	29	2.0
CN(C)CCOCCSc1ccc(Cl)cc1	3	-18	0.8	0.64	-2	9	-7	7	0.2
COc1ccc(S(=O)(=O)NCC2CCCN(C(=O)CC3CCCC3)C2)cc1 (stereo not drawn)	-2	-17	0.7	-0.36	0	10	-16	8	0.5
O=C(O)c1cccnc1Sc1ncnc2sc3c(c12)CCC3	2	-20	1.0	2.5	-25	-164	-23	1	0.9
CCNS(=O)(=O)c1ccc(NC(=O)Nc2cc(C)ccc2OC)cc1	-3	-25	0.8	-0.45	-7	-27	2	-7	0.1
O=C(O)CCCc1ccccc1	.	-7	0.9	0.053	5	19	-1	13	0.9
NNC(=O)CC12CC3CC(C1)CC(n1ncnn1)(C3)C2	-4	-20	-0.9	1.8	0	3	-20	10	-0.1
Oc1ccc(/C=N/N=C(c2ccccc2)c2ccccc2)c(O)c1O	-5	-12	-0.2	0.72	4	11	-3	0	0.1
COc1ccc(S(=O)(=O)N(CCc2ccccc2)CC(=O)O)cc1	5	-19[20 µM]	-1.2	0.39	-7	-38	-4	13	1.6
O=C1C=CCC(/C=C/c2ccccc2)O1 (stereo not drawn)	5	-19	1.1	0.014	0	-13	-15	-10	0.3
COc1ccc(C(c2sc3nc(C)nn3c2O)N2CCc3ccccc3C2)cc1 (stereo not drawn)	-8	-16	-1.4	0.21	-4	-1	7	12	0.0
Cn1c(=O)c2c3c(sc2n2c(SCC(N)=O)nnc12)CC(C(C)(C)C)CC3 (stereo not drawn)	-1	-11[20 µM]	1.0	1.5	-13	66*	-9	4	0.5
O=C(COC(=O)c1ccc2c(c1)OCCO2)NCc1ccccc1	-3	-17	0.1	.	1	4	-22	31	0.0
COc1ccc(OC)c(NC(=O)C2CCCN2C(=O)OCc2ccccc2)c1 (stereo not drawn)	-10	-10	-2.6	-3.2	-1	-44	-2	16	-0.6
Clc1ccc(-n2nnnc2-c2cnc(-c3ccccn3)nc2-c2cccs2)cc1	-2	-14[20 µM]	-0.6	-0.77	-13	-33	9	27	-0.3
CCOC(=O)c1cccc(NS(=O)(=O)c2c(C)[nH]c(=O)[nH]c2=O)c1	7	-12	0.8	.	-4	17	5	4	0.2
O=C(Nc1cnccn1)c1cccs1	-8	-29	-0.4	0.21	3	-11	-5	11	0.5
CS(=O)(=O)N1CCc2cc(C(=O)OCC(=O)c3ccccc3)ccc21	1	-10[20 µM]	0.1	.	-6	43	-1	8	0.8
CCC1(CC)NC(=O)N(CC(=O)NCc2ccc3c(c2)OCO3)C1=O	-7	-16[20 µM]	-0.9	.	-4	-62	-23	10	0.2
O=C(/C=C/c1ccc2c(c1)OCCO2)c1ccc(O)cc1	-1	-9	1.6	.	-50	-7	1	22	-0.7
Oc1ccc2ccccc2c1/C=N/c1nccs1	-1	-16	0.2	1.4	5	21	17	-7	-0.4
CC(=O)Nc1ccc(NC(=O)/C(=C/c2ccco2)NC(=O)c2ccccc2)cc1	-1	-10	0.6	-0.67	-31	-13	-11	-5	0.7
C=CCn1c(Sc2nnc(C)s2)nc2c1c(=O)[nH]c(=O)n2C	0	-24	1.1	-0.065	5	-14	7	20	0.1
COc1ccccc1OCCCc1c(C)n[nH]c1C	2	-16	1.2	-0.64	5	-15	-12	0	0.4
COc1ccccc1N1CCN(Cc2c[nH]c3ccccc23)CC1	-1	-18	1.3	0.12	-3	-19	6	-6	0.8
COc1cc(NS(=O)(=O)c2ccc3c(c2)oc(=O)n3C)cc(OC)c1OC	-6	-25	0.8	.	-8	-41	-9	-13	0.5
Clc1cc(Br)ccc1OCCN1CCOCC1	-2	-7	-0.5	0.29	15	-28	-10	39	0.7
CC(=O)c1ccc(NC(=O)CSc2nnc(-c3ccoc3C)n2Cc2ccccc2)cc1	8	-23[20 µM]	-0.6	-0.22	-6	-10	-5	21	0.0
Cc1cccn2c(=O)c3cc(S(=O)(=O)c4ccccc4)c(=N)n(Cc4ccco4)c3nc12	-24	-13	0.6	.	-6	-331	12	.	0.7
Cc1ccc(OCC(=O)N/N=C/c2cn(Cc3ccccc3)c3ccccc23)cc1	-2	-24	0.1	-0.17	-1	-58	-15	-3	-0.2
O=C1/C(=C\c2ccc(-c3ccccc3Cl)o2)SC(=S)N1CC1CCCO1 (stereo not drawn)	8	0[20 µM]	0.5	.	5	9	-10	4	1.0
CC(=O)c1cccc(NC(=O)N2CCCC2C(=O)NCc2ccc(C)cc2)c1 (stereo not drawn)	-8	-17[20 µM]	-0.4	0.13	-1	-16	-5	15	-0.8
CC1=C(C(=O)Nc2ccc(F)cc2)C(c2ccncc2)C2=C(CCCC2=O)N1 (stereo not drawn)	-2	-13[20 µM]	0.6	.	-12	-71	-8	13	0.9
O=S(=O)(CCc1ccncc1)Cc1ccc2c3c(cccc13)CC2	1	-23	2.2	0.17	-2	-19	-17	-5	0.1
O=C(CSc1nnc(CNc2ccc(F)cc2)o1)OC1CCCCC1	3	-17[20 µM]	-0.3	-1.2	4	1	-14	15	-0.3
O=C(/C=C/c1cccs1)N1CCN(c2ccc(F)cc2)CC1	1	0	2.6	-1.4	-29	5	-20	16	1.8
CC(C)Cn1c(-c2cccs2)nc2nc3ccccc3nc21	-2	-130	0.0	.	-22	i	-20	36	-0.2
COc1ccc(-c2c[n+]3c(n2-c2ccccc2)SCC3)cc1OC	0	-21	1.3	-0.047	2	-2	-5	23	0.7
O=C(CCCCl)NC1=NN(c2ccccc2)C(=O)C1	-3	-32	2.3	0.036	0	6	-17	-19	0.8
